# mcGAS RapidFire = blocks mouse cGAS cGAMP production | Q8C6L5 | recombinant mouse cGAS, cGAMP by RapidFire MS | inhibition, % at 12.5 µM | actives 0.18% (n = 130,000) | AID 1259397;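 active = inhibition of cGAS enzyme activity at or above 60%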;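 also: enzyme stimulated by 45 bp dsDNA with ATP and GTP substrates; cGAMP share of summed cGAMP plus half ATP and half GTP signals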
# Target sequence (Q8C6L5 whole entry, looked up): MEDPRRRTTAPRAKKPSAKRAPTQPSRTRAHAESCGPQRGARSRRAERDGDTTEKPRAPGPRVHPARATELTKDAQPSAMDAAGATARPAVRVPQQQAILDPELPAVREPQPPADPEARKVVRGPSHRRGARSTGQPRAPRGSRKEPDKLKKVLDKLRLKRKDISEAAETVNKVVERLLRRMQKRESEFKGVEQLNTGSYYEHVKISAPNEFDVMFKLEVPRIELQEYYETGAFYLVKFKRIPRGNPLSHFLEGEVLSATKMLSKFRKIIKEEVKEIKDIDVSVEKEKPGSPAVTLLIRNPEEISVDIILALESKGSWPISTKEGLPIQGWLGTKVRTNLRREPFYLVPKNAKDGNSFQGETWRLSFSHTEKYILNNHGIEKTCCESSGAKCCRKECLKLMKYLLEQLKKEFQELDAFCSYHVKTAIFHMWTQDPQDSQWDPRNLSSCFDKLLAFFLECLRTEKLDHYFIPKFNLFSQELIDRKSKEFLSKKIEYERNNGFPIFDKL
# Active calls of the source: *; & = joins results of further samples. An excerpt, so the mix of outcomes need not match the whole.
structure,mcGAS RapidFire
CN1CCN([C@H]2CN(Cc3ccc(-n4cncn4)cc3)C[C@@H]2O)CC1,8
O=C(OCc1cn2cc(Cl)ccc2n1)C12CC3CC(CC(O)(C3)C1)C2,-9
O=C(O)C12CC3CC(C1)CC(C(=O)O)(C3)C2,-7
CNC(=O)c1ccc(-c2cc(NCCO)nc3[nH]ccc23)s1,9
COC(=O)Cc1cc(=O)[nH]c(N=C(N)Nc2ccc(C)cc2)n1,10
CC(=O)N[C@H]1C[C@@H](c2ccccc2-c2ccccc2)O[C@@H](C(C)C)C1,-7
CCN1CCC(NCc2cccnc2N2CCN(c3ccccn3)CC2)CC1,-6
CC(=O)c1oc2ccccc2c1NC(=O)CSc1nnc(-c2ccco2)n1C,-2
CCC1(C)Cc2c(sc3nc(SC)n4c(C)nnc4c23)CO1 (centres undefined),-3
Cc1cc(C)c(S(=O)(=O)NC2CC(C)(C)NC(C)(C)C2)cc1Br,-2
CC(C)(Oc1ccc(CCNC(=O)c2ccc(Cl)cc2)cc1)C(=O)N1CCN(C(=O)Cc2ccccc2)CC1,-3
CCN(CC1CCCN(CCc2cccc(F)c2)C1)C(=O)c1ccc(OC)cc1 (centres undefined),-6
Cc1ccc(N2CCC(N3CCn4cncc4C3)CC2)cc1Cl,0
Cc1nn(C)c(C)c1CN(C(=O)Cn1nnnc1CN1CCC(C)CC1)C1CC1,-7&11
Cc1nnc(SCC(=O)NCCc2csc(-c3cccnc3)n2)s1,-13
CCOC(=O)c1c(C)[nH]c(C(=O)CSC2CCCCC2)c1C,-4
COc1ccccc1C(C)NC(=O)c1ccc(S(C)(=O)=O)cc1 (centres undefined),-3
COc1ccc(-c2nc3ncc4c(=O)n(CCN5CCOCC5)ccc4n3n2)cc1,17
COc1cccc(OCc2cc(C(=O)N3CCCCC3c3cccnc3)n[nH]2)c1 (centres undefined),-12
CCc1nc(NC2CCCCC2)c(C#N)c2c1CCCC2,-21
Cc1cccc(NC(=O)C2CSCN2C(=O)c2occc2C)c1 (centres undefined),-4
CCOc1ncnc2c1CNCC2,-14
COc1ccc(CN(C)C(=O)NCC2Cc3ccccc3O2)cc1 (centres undefined),-3
CN(Cc1ccccc1O)C(=O)CCn1c(=O)oc2ccccc21,-1
Cc1nn(CC(=O)N2CCCCC2C)c(C)c1S(=O)(=O)NC(C)(C)C (centres undefined),-46
COc1ccc(C(NC(=O)CN2CCc3ccccc32)C2CC2)cc1 (centres undefined),9
COc1cc(C(=O)NCCc2nc(C)c(C)s2)ccn1,-11
CSCC(=O)Nc1cc(C(=O)N(C)c2ccccc2)ccc1Cl,-19
Cc1ccccc1-c1noc(CNCCCc2c(C)noc2C)n1,-20
COc1cc(/C=C(/C#N)c2nc3cc(Cl)ccc3s2)ccc1O,-6
C=CCn1c(CN2CCCC(N3CCCC3=O)C2)nc2ccccc21 (centres undefined),3
COCCn1c(C)cc(O)c(C(c2ccc(C)cc2)N2CCCCC2)c1=O (centres undefined),-8
CCOC(=O)C(c1ccc(Br)cc1F)N1CCN(CCO)C(=O)C1 (centres undefined),2
CC1Oc2ccccc2OC1C(=O)N=c1sccn1C (centres undefined),-4
O=C1NNN(c2ccccc2)C1=CN(C1CC1)C1CCS(=O)(=O)C1 (centres undefined),-1
COC(=O)C1=C(C)N=c2s/c(=C/c3ccco3)c(=O)n2C1c1ccccc1 (centres undefined),8

# Individual results from the entries so far.
# mcGAS RapidFire, COC(=O)C1=C(C)N=c2s/c(=C/c3ccco3)c(=O)n2C1c1ccccc1 (centres undefined) = 8
# mcGAS RapidFire, COc1cc(C(=O)NCCc2nc(C)c(C)s2)ccn1 = -11
# mcGAS RapidFire, CSCC(=O)Nc1cc(C(=O)N(C)c2ccccc2)ccc1Cl = -19
# mcGAS RapidFire, CC1Oc2ccccc2OC1C(=O)N=c1sccn1C (centres undefined) = -4
# mcGAS RapidFire, CCOC(=O)C(c1ccc(Br)cc1F)N1CCN(CCO)C(=O)C1 (centres undefined) = 2

# Remaining list, next part.
structure,mcGAS RapidFire
CCOC(=O)C1(Cc2ccccc2)CCN(Cc2nc3ccccc3nc2C)CC1,-2
COc1ccc(NC(=O)CN(c2cccc([N+](=O)[O-])c2)S(=O)(=O)c2ccccc2)cc1,1
CCOc1ccc(S(=O)(=O)n2nc(C)c(S(=O)(=O)N3CCCC3)c2C)cc1,-5
Cc1cc(CN(C)C(=O)NCC(C)N2CCc3ccccc32)no1 (centres undefined),-4
COc1cc(C=C(C#N)S(=O)(=O)c2cc(Cl)ccc2Cl)cc(Br)c1O,10
Cc1cccc(Nc2nnc(C)c(=O)[nH]2)c1,-3
COc1ccc(/C=N\n2c(=O)c(C(C)(C)C)nn3cnnc23)cc1OC,-3
COCC1CCCN(Cc2cn[nH]c2-c2ccc(OC)c(F)c2)C1 (centres undefined),6
Oc1c(C(c2ccccn2)N2CCN(c3ccccn3)CC2)cc(Cl)c2cccnc12 (centres undefined),2
O=C(O)CCc1nnc(SCC(=O)Nc2cc(Cl)ccc2Cl)[nH]c1=O,-10
CN(CCC(O)c1ccccc1)c1cc(N2CCOCC2)ncn1 (centres undefined),-42
CC(NC(=O)c1[nH]c2ccc(F)cc2c1Cl)c1ccc(F)cc1 (centres undefined),-1
COc1ccccc1NC(=O)C1C(C(=O)O)C2C=CC1C21CC1 (centres undefined),-10
CCNC(=O)N1CCOC(CN(CC(C)C)C(=O)c2ccccc2F)C1 (centres undefined),-8
CCOC(=O)Cn1c(=O)c2c(nc3n2CC(C)CN3Cc2ccccc2)n(C)c1=O (centres undefined),-14
O=C(NCC1(c2cccc(F)c2)CCOCC1)c1cn2c(n1)CNCC2,-36
COc1ccc(OC)c(NC(=S)NCc2ccc3c(c2)cc(C)n3C)c1,7
COc1cc(N2C[C@H]3OC(=O)N(Cc4ccc(OC)c(OC)c4)[C@H]3C2)ncn1,1
NC(=O)CNCc1ccc(Br)cc1,-8
CCOC(=O)C1(CCOc2ccccc2)CCN(Cc2cccnc2)CC1,-14
C=CCOc1ccc(C(=O)N(C)Cc2ccccc2O)cc1,-5
CN(C)CCCN1C(=O)C(O)=C(C(=O)c2cccs2)C1c1ccco1 (centres undefined),-15&-3
C=CCNCC(=O)N(Cc1ccc(F)cc1)Cc1sccc1C,-4
COCc1cc(C)nc(NN=Cc2ccc(-c3ccc(C(=O)O)cc3)o2)c1C#N,-3
COc1ccc(-n2ncc3c2CCN(C(=O)CC2NC(=O)NC2=O)C3)cc1 (centres undefined),-7
Cc1ccc2c(CC(=O)NC(C)C3CC4CCC3C4)coc2c1 (centres undefined),-4
c1ccc(OCc2nn3c(Cn4cnc5ccccc54)nnc3s2)cc1,2
COc1cc(NC(=O)CCC2CCCN(C(=O)c3cccc(N(C)C)c3)C2)cc(OC)c1 (centres undefined),-8
Cc1nn(C)c(Cl)c1/C=C/C(=O)Nc1cnccc1Oc1ccccc1,-9
OCCn1c(-c2cccc(-n3cccn3)c2)nc2ccccc21,-26
O=c1ccc(-c2cccs2)nn1CCCNS(=O)(=O)c1ccccc1C(F)(F)F,3
CC1(C)OCC(CNC(=O)[C@H]2c3ccccc3C(=O)N(CCc3c[nH]c4ccccc34)[C@H]2c2ccccc2)O1 (some centres undefined),-1
N#Cc1ccsc1NC(=O)CN1CCCC2(CCc3ccccc32)C1 (centres undefined),-5
Cc1ccc2nc(COC(=O)CCn3c(C)csc3=O)cc(=O)n2c1,-16
CCCCCCCC(=O)NN=Cc1c[nH]c2ccccc12,3
Cc1nc(C)c(C(=O)NCCCn2nc(-c3ccc(F)cc3)ccc2=O)s1,6
O=C(Nc1ncc([N+](=O)[O-])s1)c1ccc(=O)n(Cc2ccccc2Cl)c1,9
Cc1ccc(C(C)C)c(OCC(=O)NNC(=O)CCCCCN2C(=O)c3ccccc3C2=O)c1,-2
N#Cc1cccc(S(=O)(=O)NCc2ccc3c(c2)OCCO3)c1,-7
COCCn1c(=O)c2c(nc3n2CC(C)CN3c2cc(Cl)ccc2C)n(C)c1=O (centres undefined),-8
COc1cccc(-c2noc(N3CCN4C(=O)NCC4C3)n2)c1 (centres undefined),0
COc1ccc(C(C)=O)cc1Cn1c(C)c(C(=O)NCc2ccc3c(c2)OCO3)sc1=O,-14
O=S(=O)(Nc1ccc2cn[nH]c2c1)c1ccc(S(=O)(=O)N2CCCC2)cc1,-4
Cc1ccoc1C(=O)N(C)Cc1cc(-c2cccs2)n[nH]1,-17
CCOC(=O)c1c(NC(=O)c2ccc(Cl)cc2)sc(C(=O)Nc2ccc3c(c2)OCO3)c1C,-7
O=c1c(N=Nc2ccc(Cl)cc2Cl)c(-c2ccccc2)[nH]n1-c1ccccc1,2
N#Cc1c(-c2ccncc2)c2c([nH]c1=O)-c1ccccc1CC2,-2
COc1ccc(CN2CCC2(C)C(=O)Nc2ccc3c(c2)OCO3)c2ccccc12 (centres undefined),-8
FC(F)(F)c1nnc2ccc(Cl)nn12,-13
Cc1cccn2c(=O)cc(CN(C)C(C)c3cccc(NC(=O)c4ccccc4)c3)nc12 (centres undefined),-1
O=C1CCC2(CCCO2)CCN1Cc1ccncc1 (centres undefined),-7
O=C(Cc1ccc2c(c1)CCO2)NCc1ccc2c(c1)OCO2,17
Brc1cn[nH]c1C1CC1,-5
Fc1ccccc1Oc1cc(Cl)ncn1,-2
CCOC(=O)C1=C(C)N(C)C(=S)NC1c1ccc(OC)cc1 (centres undefined),-14
COc1cccc(OC)c1OCCCOc1ccc(C)cc1Br,-6
O=C(NC1CCCC1)c1ccn(-c2cccc(Cl)c2)n1,2
CN(C)S(=O)(=O)NCc1cccnc1N1CCN(c2ccccn2)CC1,-7
CCOC(=O)C1CCN(c2oc(C)nc2C#N)CC1,8
CC(N)C(=O)OC(C)(C)Cc1ccc(Cl)cc1 (centres undefined),-13

# Later entries:
structure,mcGAS RapidFire
COCCn1c(C)cc(O)c(C(c2ccncc2)N2CCN(c3ccc(F)cc3)CC2)c1=O (centres undefined),-9
Cc1noc(C)c1S(=O)(=O)N1CCCN(Cc2nnsc2Cl)CC1,2
Cc1cccc2c1NC(=O)C2(O)CC(=O)c1ccc(F)cc1 (centres undefined),-4
O=C(c1ccccc1C1CCNC1)N1CCc2sccc2C1 (centres undefined),-5
CC(C)Cc1cc(CN2CCCC(C(=O)Nc3cccc(-n4cccn4)c3)C2)[nH]n1 (centres undefined),-2
Cc1nn(C)c(C)c1NC(=O)C(C)N(C)CC12CC3CC(CC(C3)C1)C2 (centres undefined),-7
O=C(N=Nc1c(O)[nH]c2ccc(F)cc12)c1cc2ccccc2cc1O,-5
CNC(=O)CNS(=O)(=O)c1cccc(Cl)c1,-9
COc1cc(CN2CCN(Cc3ccccc3C)C(CCO)C2)c(Cl)cc1O (centres undefined),-1
Cc1ccc(C2NC(=O)c3ccccc3N2CC(N)=O)c(C)c1 (centres undefined),-17&10
CC(N)=C(C#N)C(=O)CSc1nc(C)nc2scc(-c3cccs3)c12,15
Cc1ccc2oc(C(=O)N(C)Cc3snnc3C)cc2c1,-36
COc1cccc(C2NC(=O)c3ccccc3N2C)c1OC(C)C (centres undefined),-12
CN(Cc1ccccc1N1CCCCC1)c1c(C#N)c(=O)n(C)c(=O)n1C,-17
COc1cc(CNS(=O)(=O)c2ccccc2Cl)ccc1OCC(=O)N(C)C,-32
C=CCc1cc(CN2C[C@H](N(C)C)C[C@H]2CO)ccc1O,-15
O=C(COC1CCCC1)N(CC1CCC1)c1ccccc1,-1
Cc1cc(CNC(=O)[C@H](C)n2cnnn2)c2[nH]c(C)c(C)c2c1,-2
Cc1nn(C)c(C)c1-c1ccnc(NCC2COc3ccccc3O2)n1 (centres undefined),-9
Fc1ccc(NN=Cc2ccc3c(c2)OCO3)c(F)c1,-6
CCCN(CC1CCCO1)C(=O)c1ccc(-n2cccc2)cc1 (centres undefined),-33
CN1CCCc2ccc(S(=O)(=O)Nc3ccccc3N3CCC(C(N)=O)CC3)cc21,-35
Cc1nc(-c2ccccn2)sc1C(=O)NC(C)c1cccc(Cl)c1 (centres undefined),-1
Cc1cnc(C(=O)OCc2c(C)cc(C(C)(C)C)cc2C)cn1,-1
CCn1c(C2CCCN(C3CCN(c4ccccc4)CC3)C2)nn(C)c1=O (centres undefined),-1
N#Cc1ccc(C=CC(=O)NCc2cccs2)cc1,-5
CCCCn1nc(C(=O)NCCCOCC2CC2)c2ccccc2c1=O,-8
CC1CCCN(C(=O)CCNC(=O)c2ccc(C(C)(C)C)cc2)C1 (centres undefined),-12
CCCN1C(=O)C(CCC(=O)NCc2ccccc2F)NC(=O)c2ccccc21 (centres undefined),-7
CCOc1c(Cl)cc(Cl)cc1CNc1nnnn1C,-28
COC(=O)c1cc2n(n1)CCCN(C(=O)c1sccc1NC(C)=O)C2,-5
Cc1ccc(C)c(C(=O)N2CCCC(Cn3cc(C(C)(C)N)nn3)C2)c1 (centres undefined),-12
O=C(NCCc1ccccc1F)NCc1ccc(NC(=O)C2CC2)cc1,8
NC(=O)NC(CC(=O)Nc1ccc(F)c(F)c1)c1ccc(Br)cc1 (centres undefined),-1
CCCN1CCC(=NNc2ccc(C)c(Cl)c2)CC1,-3
CCN1CCCC(Nc2cc(C)nc3nc(C(F)(F)F)nn23)C1 (centres undefined),-19&1
CCOCCCn1c(=NC(C)=O)c(C(=O)OCC)cc2c(=O)n3ccccc3nc21,-5
Cc1ccc(S(=O)(=O)N2CCN(C(=O)NC3CC3)CC2)c(C)c1,1

# Reformatted as labelled records: 4 of the compounds above
O=C(N=Nc1c(O)[nH]c2ccc(F)cc12)c1cc2ccccc2cc1O
- mcGAS RapidFire = -5
Cc1ccoc1C(=O)N(C)Cc1cc(-c2cccs2)n[nH]1
- mcGAS RapidFire = -17
COCCn1c(C)cc(O)c(C(c2ccncc2)N2CCN(c3ccc(F)cc3)CC2)c1=O (centres undefined)
- mcGAS RapidFire = -9
COc1ccc(NC(=O)CN(c2cccc([N+](=O)[O-])c2)S(=O)(=O)c2ccccc2)cc1
- mcGAS RapidFire = 1

# Screening data: PubChem BioAssay, Fisher Drug Discovery Resource Center
